# Bioassay records as filed in PubChem BioAssay.
# KCC2 mod – modulators of human KCC2 chloride dependent transport. Q9H2X9. KCC2 cells, thallium flux FluoZin-2 fluorescence. B-score of Tl+ flux slope (higher = more flux/activation; lower = inhibition) at 10 µM. actives 2.2% (n = 190,000);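 active = thallium flux slope and its plate-corrected score both differing from the plate sample mean at a set confidence after two filtering rounds, in either direction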;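 also: slope of fluorescence scaled to starting intensity during 10 to 20 s after thallium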
# hK5 inh – blocks human kallikrein 5 protease activity. inhibition, % at 5 µM. recombinant hK5, fluorogenic AMC substrate cleavage. Q9Y337. actives 0.59% (n = 210,000);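 active = inhibition of 40% or more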;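 also: 0% = enzyme controls without compound and 100% = no-enzyme blanks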
# Target sequence (Q9Y337 67-293 limits assumed): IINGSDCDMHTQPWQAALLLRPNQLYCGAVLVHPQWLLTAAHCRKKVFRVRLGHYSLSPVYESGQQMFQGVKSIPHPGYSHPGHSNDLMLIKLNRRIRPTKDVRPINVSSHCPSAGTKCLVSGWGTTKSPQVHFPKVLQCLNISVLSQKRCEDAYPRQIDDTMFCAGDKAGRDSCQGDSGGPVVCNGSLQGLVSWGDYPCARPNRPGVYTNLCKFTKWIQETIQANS
# thrombin 1536 – thrombin (human) inhibition; alpha-thrombin, Boc-VPR-AMC fluorogenic substrate cleavage; inhibition, % at 5 µM; actives 0.26% (n = 220,000); AID 1046;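 active = inhibition at or above 40%; inactive = inhibition below 40%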;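 also: 0% = enzyme with no compound and 100% = wells without enzyme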
#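 Test system: human alpha-thrombin; medium: pH 7.5 Tris-saline with Tween 20; times: reaction at room temperature; signal: AMC fluorescence at 355 nm excitation and 460 nm emission; also added: Boc-VPR-AMC substrate, 15 µM final; dosing: one concentration per compound, 5 µM, with 0.2% DMSO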
# Hck Nef HTS – human Hck-Nef kinase inhibition; P08631; Recombinant Hck-YEEI plus Nef, Z-Lyte FRET kinase assay; inhibition, % at 20 µM; AID 463187; actives 0.68% (n = 220,000);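 active = Hck-Nef kinase inhibition above about 50%, limit read from the data; inactive = inhibition below that limit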;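 also: 0% = DMSO with Hck plus Nef and 100% = Hck alone without Nef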
# Target sequence (P08631 whole entry, looked up): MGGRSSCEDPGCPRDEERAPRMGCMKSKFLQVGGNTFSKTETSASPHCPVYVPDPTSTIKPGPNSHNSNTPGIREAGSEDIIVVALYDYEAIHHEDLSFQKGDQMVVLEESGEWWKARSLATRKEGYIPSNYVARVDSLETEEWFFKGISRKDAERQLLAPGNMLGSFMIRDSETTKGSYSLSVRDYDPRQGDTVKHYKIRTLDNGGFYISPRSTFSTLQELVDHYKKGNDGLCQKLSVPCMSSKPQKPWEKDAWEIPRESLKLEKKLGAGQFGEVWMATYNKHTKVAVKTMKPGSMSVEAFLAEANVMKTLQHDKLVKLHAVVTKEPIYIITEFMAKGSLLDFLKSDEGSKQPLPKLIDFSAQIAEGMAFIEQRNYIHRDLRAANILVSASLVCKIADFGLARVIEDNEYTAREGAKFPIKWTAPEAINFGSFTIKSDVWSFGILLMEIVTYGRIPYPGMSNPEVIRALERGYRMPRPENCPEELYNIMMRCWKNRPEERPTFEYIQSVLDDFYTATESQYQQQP
# TNF necrop inh – blocks TNF-alpha induced death of Jurkat FADD-/- cells; Jurkat FADD-/- TNF necroptosis rescue, ATP luminescence, 24 h; 0 = TNF only, 100 = no-TNF cells; activation (protection from cell death), % at 10 µM; actives 0.068% (n = 220,000);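 active = activation, meaning protection from cell death, of at least 50% relative to plate controls; inactive = activation below 50%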;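 also: necroptosis triggered by 40 ng/mL TNF-alpha added together with compound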
# L929 necroptosis – blocks zVAD induced death of L929 cells. L929 zVAD necroptosis rescue, ATP luminescence, 24 h; with zVAD 60 µM. viability rescue, % at 10 µM. actives 0.38% (n = 220,000). AID 1377;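 active = activation, scaled between plate controls, above about 75%, limit read from the data; inactive = activation under that limit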;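 also: 0% = zVAD with DMSO and 100% = DMSO alone without zVAD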
# FXIIa inh 1536 – inhibitors of human coagulation factor XIIa | P00748 | purified FXIIa, Boc-QGR-AMC fluorogenic substrate, 2 h | inhibition, % at 5 µM | actives 0.3% (n = 220,000) | AID 800; in the data active = inhibition above about 40%;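 also: 0% = enzyme with no compound and 100% = blank without enzyme; many of its hits are not listed in these tables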
# FXIa inh – blocks human coagulation factor XIa protease activity; P03951; purified FXIa, Boc-Glu-Ala-Arg-AMC fluorogenic substrate; inhibition, % at 5 µM; actives 0.14% (n = 220,000); AID 798;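 active = inhibition of at least 40%; inactive = inhibition below 40%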;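 also: fluorescence of freed AMC excited at 355 nm; 0% = enzyme without compound and 100% = no enzyme blank; many of its hits are not listed in these tables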
# Rad51 HR inh – Rad51 (human) homologous recombination inhibition. Q06609. hRad51 DNA strand exchange, fluorescence dequenching. inhibition, % at 10 µM. actives 0.085% (n = 200,000). AID 1385;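 active = inhibition above 40% at the single screening dose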;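 also: 0% = DMSO control wells and 100% = blanks with heterologous ssDNA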
#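 Read-out basis: percent inhibition relative to plate controls and blanks / Assay system: human Rad51 nucleoprotein filaments preassembled on unlabelled ssDNA / Timing: filaments 15 min 37 °C, then compound 30 min / Control set: per-plate controls and blanks / Technique: fluorescence dequenching at 485/520 nm / Compound: 10 µM final, single point / Also added: Fluorescein- and BHQ1-tagged 47-mer duplex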
# * = called active by the depositor; i = inactive; · = no result given. A portion of the library. The share of hits here may be higher or lower than overall.
# Results follow in this order: KCC2 mod	hK5 inh	thrombin 1536	Hck Nef HTS	TNF necrop inh	L929 necroptosis	FXIIa inh 1536	FXIa inh	Rad51 HR inh
COc1cccc(-n2c(-c3ccc4[nH]c(C)c(C)c4c3)n[nH]c2=S)c1
→ -0.64	-22	0	-6	-2.2	1.8	-4	-7	14
CNC(=O)C1CC(=O)N(CCc2ccccc2)C(=Nc2ccc(OC)cc2)S1 (stereo not drawn)
→ 0.0098	-7	-6	20	0.7	1.4	2	-6	9
CCOC(=O)c1c(C)[nH]c(O)c1C=Nc1ccc(C(F)(F)F)cc1
→ ·	-12	5	3	-7.8	1.4	20	11	-3
O=C1/C(=N\O)Cc2ccccc21
→ -1.4	-4	4	0	-1.7	0.3	20	0	1
Cc1ccc(S(=O)(=O)NC(=O)Nc2nnc(C)s2)cc1
→ ·	-2	-5	0	-2.2	0.4	6	-1	5
Cc1ccc(N2CC(C(=O)NCC3CCCO3)CC2=O)cc1Cl (stereo not drawn)
→ -0.51	-22	3	1	0.7	1.1	7	7	0
CC(C)c1csc(CN2CCN(Cc3ccccc3)C(CCO)C2)n1 (stereo not drawn)
→ 1.6	·	-1	10	1.3	0.5	5	-2	·
COC(=O)c1ccc(C2CC(=O)Nc3cc(OC)c(OC)c(OC)c32)cc1 (stereo not drawn)
→ ·	-2	-20	0	-4.9	0.0	-12	-5	4
CC(C)(Cl)C1Cc2cc3ccc(=O)oc3cc2O1 (stereo not drawn)
→ 0.83	4	1	0	-3.1	0.7	-2	4	-7
COC(=O)CN1C2(C#N)CCCCC2CC2CCCCC21C#N (stereo not drawn)
→ ·	-7	2	1	0.4	1.0	-9	-6	22
CSc1sc(-c2nnc(SCC(=O)Nc3ccc(Cl)cc3)n2C)c2c1C=CCC2
→ ·	-1	-9	13	1.6	0.9	4	0	-6
Cc1[nH]c2ccc(C(=O)O)cc2c1C
→ -0.48	-16	4	1	1.3	0.6	10	18	3
N/N=C1\CCCc2nonc21
→ 0.54	0	-9	21	-0.4	13	3	-5	-7
CSc1nc2ccccc2c(=O)n1N
→ ·	22	-4	1	-0.7	0.0	7	-8	-1
COc1cc(NC(=O)NC(C)(C(F)(F)F)C(F)(F)F)cc(OC)c1OC
→ 0.87	-7	-5	1	2.8	1.1	5	2	4
CCC(C)S(=O)(=O)c1snnc1C (stereo not drawn)
→ 0.76	-1	1	3	0.4	0.5	14	3	4
CCOC(=O)NC(=O)COC(=O)CNC(=O)c1ccc(OCC)c(OCC)c1
→ -1.1	3	1	17	-0.9	2.2	14	1	6
Cc1cc(C)nc(NN2C(=O)/C(=C/c3ccccc3)SC2=S)n1
→ ·	1	-3	0	-1.0	-0.2	-6	0	-1
CC1(C)C2CC=C(/C=N/NC(=O)c3ccccc3O)C1C2 (stereo not drawn)
→ -1.6	-8	-10	1	0.7	5.8	1	-7	2
CNc1nccc(-c2ccc(F)cc2)c1C#N
→ -0.5	-11	-13	28	0.8	-1.3	1	-2	-111
O=C(CCc1nnc(C2(c3ccc(Cl)cc3)CCC2)o1)NC1CC1
→ 0.35	-5	-14	17	0.3	4.8	2	-5	-2
C/C(=N\Nc1ccccc1)c1cc2ccccc2oc1=O
→ -0.71	2	-8	20	-1.0	3.4	9	-1	2
CC(=O)N1c2ccccc2Nc2ccccc21
→ -0.049	-7	1	8	-2.1	·	6	1	18
CCOC(=O)CSc1nc2cc(C(=O)NCC3CCCO3)ccc2c(=O)n1Cc1ccco1 (stereo not drawn)
→ -0.085	-2	3	11	0.1	1.4	13	-1	-3
COc1ccc(CNC(=O)CSc2nnc(C)n2-c2ccc(F)cc2)cc1
→ -0.16	-8	-3	-8	-0.7	·	1	-4	·
O=S(=O)(Nc1ccccc1N1CCCCC1)c1ccc(F)cc1
→ 0.81	-4	-4	-3	0.0	2.0	4	2	-14
CCn1c(N)c(C(=O)NCc2ccco2)sc1=S
→ ·	7	8	1	1.3	0.9	3	7	-12
CC(C)=NNC(=O)c1c(O)c2ccccc2[nH]c1=O
→ 1.3	10	1	-1	5.8	1.3	4	-9	17
CC(C)(C)c1ccc(NC(=S)NCc2cccnc2)cc1
→ 1.7	-1	-1	9	-6.3	2.3	12	11	-4
C=CCOc1cccc(C2/C(=C(/O)c3ccc(F)cc3)C(=O)C(=O)N2CCN2CCOCC2)c1 (stereo not drawn)
→ ·	-5	-11	0	0.8	1.2	-8	-2	3

# Entries shown so far that contain an NH in an aromatic ring, in the order listed:
# Results follow in this order: KCC2 mod	hK5 inh	thrombin 1536	Hck Nef HTS	TNF necrop inh	L929 necroptosis	FXIIa inh 1536	FXIa inh	Rad51 HR inh
COc1cccc(-n2c(-c3ccc4[nH]c(C)c(C)c4c3)n[nH]c2=S)c1
→ -0.64	-22	0	-6	-2.2	1.8	-4	-7	14
CCOC(=O)c1c(C)[nH]c(O)c1C=Nc1ccc(C(F)(F)F)cc1
→ ·	-12	5	3	-7.8	1.4	20	11	-3
Cc1[nH]c2ccc(C(=O)O)cc2c1C
→ -0.48	-16	4	1	1.3	0.6	10	18	3
CC(C)=NNC(=O)c1c(O)c2ccccc2[nH]c1=O
→ 1.3	10	1	-1	5.8	1.3	4	-9	17

# More compounds follow:
# Results follow in this order: KCC2 mod	hK5 inh	thrombin 1536	Hck Nef HTS	TNF necrop inh	L929 necroptosis	FXIIa inh 1536	FXIa inh	Rad51 HR inh
Cc1csc(SCC(=O)NCCc2ccc(Cl)cc2)n1
→ -0.092	-19	-9	1	1.0	-0.3	2	2	-8
C/C=C/c1ccc(OCCCCOc2ccc(OC)cc2)c(OC)c1
→ -0.081	-5	3	1	0.5	1.1	12	8	·
CCCSc1cc(NCCOC(=O)CCC)c([N+](=O)[O-])c2nonc12
→ 0.58	-3	-5	3	-6.7	0.2	13	0	5
Cc1nnc(SCc2ccc([N+](=O)[O-])cc2)[nH]c1=O
→ 0.19	-16	3	8	-0.3	1.3	6	-21	-2
Cc1ccc(CN(c2ccc(C(=O)NCc3cccnc3)cc2)S(C)(=O)=O)cc1
→ ·	-26	0	1	-2.2	-0.2	11	-2	-11
O=[N+]([O-])c1cc(C(F)(F)F)ccc1N1CCN(CCO)CC1
→ -0.11	-6	12	27	1.2	0.5	5	-3	2
CC1(C)C(c2ccccc2)=NC(c2ccc(F)cc2)N1O (stereo not drawn)
→ 0.85	-6	-5	3	-0.9	-0.2	-2	-3	7
CCOC(=O)N1CCC(NC(=O)c2ccc3nc(N4CCOCC4)sc3c2)CC1
→ -1.5	3	1	-1	0.4	0.1	8	0	-9
C/C=C(/C)C(=O)O[C@@H]1c2c(ccc3ccc(=O)oc23)O[C@@H]1C(C)(C)OC(=O)/C(C)=C\C
→ -0.055	2	2	-5	-1.8	-2.0	13	11	8
O=C(Oc1ccc(-c2nnco2)cc1)N1CCOCC1
→ ·	-6	3	0	-1.0	-0.3	15	7	-10
O=C(CN1C(=O)c2ccccc2S1(=O)=O)Nc1ccc(S(=O)(=O)N2CCCCC2)cc1
→ -1.4	-7	4	1	-1.7	0.5	19	3	73*
CCS(=O)(=O)N1CCN(c2nc(-c3ccccc3)cs2)CC1
→ -1.3	-4	3	3	1.3	3.9	14	5	-16
O=C(Nc1ccccc1C(F)(F)F)N1CCN(c2ccc3nnc(-c4ccc(F)cc4)n3n2)CC1
→ -3.4	-9	-12	-12	-11	0.5	8	-4	7
CC1CN(C(=O)c2cccc(C(=O)N3CC(C)OC(C)C3)c2)CC(C)O1 (stereo not drawn)
→ 0.3	1	-4	1	-1.0	1.1	11	0	·
O=C(Cc1ccc(F)cc1)N/N=C/c1ccc2c(c1)OCO2
→ -0.06	-22	-4	-1	1.1	1.5	-8	-3	19
CCN(C(C)=O)c1nnc(CSc2nc3ccccc3s2)s1
→ -1.1	11	-2	-9	3.3	-0.2	8	6	2
Cc1cc(C)nc(NC2=NCCN2C(=O)NC2CCCCC2)n1
→ 0.048	-18	4	1	-0.9	-0.1	3	2	4
O=C(O)CCn1cc(/C=C2\SC(=S)NC2=O)c(-c2ccccc2)n1
→ -1.2	26	8	-22	0.0	-0.8	22	14	-12
CC(C)(C)c1cc(C(=O)C[n+]2ccc(C(=O)NCCCO)cc2)cc(C(C)(C)C)c1O
→ 0.0076	2	-3	12	1.1	0.7	0	0	16
Cc1ccc(S(=O)(=O)NNC(=O)C(=O)NNc2ccccn2)cc1
→ ·	-137	3	1	-1.7	0.9	15	6	-3
CCOC(=O)CSc1nc2ccc(C)cc2cc1C#N
→ ·	0	4	0	1.1	-0.2	21	-1	9
COc1ccc(C(=O)ON=C2c3ccccc3-c3ccccc32)cc1OC
→ -0.15	-19	-8	4	2.0	1.6	1	-4	-2
O=C(CN(c1ccccc1Cl)S(=O)(=O)c1ccccc1)N/N=C/c1ccccc1C(=O)O
→ 1	2	-10	27	0.1	3.6	9	-2	4
N#C/C(=C/c1ccc2c(c1)OCO2)C(=O)Nc1ccc(O)cc1
→ -0.45	11	1	40	-8.6	1.0	9	5	-4
COC(=O)Cn1c(=NC(=O)c2ccc(Cl)s2)sc2cc(C)ccc21
→ 0.86	-15	-11	0	-0.4	0.5	1	0	5
C=CCc1ccccc1OCC(O)CN(C(C)C)C(C)C (stereo not drawn)
→ -0.13	-6	-4	2	-1.6	-0.4	10	-6	-2
Cc1cccc(C(=O)Nc2ncc(CN3CCOCC3)s2)c1
→ -0.59	10	9	-5	0.8	-0.7	14	8	3
COc1ccc(C(=O)c2c(C)oc3cc([N+](=O)[O-])c(O)c([N+](=O)[O-])c23)cc1
→ ·	-16	-6	-1	-0.2	2.3	-5	-9	·
C/C(=N\NC(=O)CNC(=O)c1ccc2c(c1)OCO2)c1ccco1
→ 1.7	-21	0	0	0.7	0.5	12	2	-4
Nc1c(C(=O)NCCC2=CCCCC2)sc2ccc(S(=O)(=O)N3CCCCC3)cc12
→ -0.56	-2	2	-4	4.2	·	15	10	·
O=c1nc(/C=C/c2ccc(-c3ccc(F)cc3)o2)cc(C(F)(F)F)[nH]1
→ i	25	6	7	0.4	1.5	20	-1	-3
Fc1c(F)c(F)c(N=Cc2ccc3ncccc3c2)c(F)c1F
→ 0.56	-20	-5	3	0.9	3.6	7	-1	-10

# Limited to Rad51 HR inh, TNF necrop inh and FXIa inh, for some of the entries so far:
structure | Rad51 HR inh | TNF necrop inh | FXIa inh
Cc1cc(C)nc(NC2=NCCN2C(=O)NC2CCCCC2)n1 | 4 | -0.9 | 2
O=C(O)CCn1cc(/C=C2\SC(=S)NC2=O)c(-c2ccccc2)n1 | -12 | 0.0 | 14
CC(C)(C)c1cc(C(=O)C[n+]2ccc(C(=O)NCCCO)cc2)cc(C(C)(C)C)c1O | 16 | 1.1 | 0
Cc1ccc(S(=O)(=O)NNC(=O)C(=O)NNc2ccccn2)cc1 | -3 | -1.7 | 6
CCOC(=O)CSc1nc2ccc(C)cc2cc1C#N | 9 | 1.1 | -1
